High-throughput results as filed in PubChem.
12-LOX inh – inhibitors of human 12S-lipoxygenase ALOX12 | purified 12hLO, xylenol orange hydroperoxide absorbance | 1.1% of 580,000 active | P18054 | Potency, µM (doses to about 108 µM), for the others: at the top dose activity change, negative = inhibition, actives largely listed as inhibitors; active means well fitted inhibition curve with a large enough effect; inconclusive means small, poorly fitted or top-dose-only effect, or another doubt; inactive means no such curve, though single readings can be large or run the other way
Target sequence (P18054 whole entry, looked up): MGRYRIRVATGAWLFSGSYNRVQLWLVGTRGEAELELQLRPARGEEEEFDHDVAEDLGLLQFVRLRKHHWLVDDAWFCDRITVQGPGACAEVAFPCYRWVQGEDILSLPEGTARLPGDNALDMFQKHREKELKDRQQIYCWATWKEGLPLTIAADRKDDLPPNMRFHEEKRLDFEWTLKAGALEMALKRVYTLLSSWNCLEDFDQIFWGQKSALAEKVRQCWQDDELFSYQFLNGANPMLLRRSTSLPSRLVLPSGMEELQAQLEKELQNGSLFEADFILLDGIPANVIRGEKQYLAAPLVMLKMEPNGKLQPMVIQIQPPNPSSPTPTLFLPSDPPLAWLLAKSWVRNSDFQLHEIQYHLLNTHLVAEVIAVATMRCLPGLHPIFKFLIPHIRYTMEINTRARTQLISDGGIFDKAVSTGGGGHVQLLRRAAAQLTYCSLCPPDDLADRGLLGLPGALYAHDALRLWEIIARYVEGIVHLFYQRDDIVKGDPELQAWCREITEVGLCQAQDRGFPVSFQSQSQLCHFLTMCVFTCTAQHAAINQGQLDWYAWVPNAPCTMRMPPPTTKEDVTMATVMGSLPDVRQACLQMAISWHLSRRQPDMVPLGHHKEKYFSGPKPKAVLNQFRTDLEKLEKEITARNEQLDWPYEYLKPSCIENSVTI
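Purified human 12hLO (150 nM final) in 25 mM Hepes, 0.01% Triton X-100, pH 7.0 was preincubated 15 min at room temperature with compound. Then 40 uM arachidonic acid was added, 30 min. Hydroperoxide was read by Fe-XO absorbance ratio 573/405 nm.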
Numbers without * were called inactive; ? = inconclusive; & = joins results of further samples; [ ] = another dose, or the depositor's remark. On the % scale 0 is the no-effect control and ±100 the full control effect; potency means the concentration at half of the fitted maximal effect.

12-LOX inh,canonical_smiles
?,NC(=O)c1ccc(-c2nc(CSc3ccc4c(c3)OCCCO4)cs2)cc1
22.5%[176 µM],COCCNc1cc2c(cn1)CN(Cc1ccccc1)CCN2
?,O=c1[nH]c(CSc2nnnn2-c2ccccc2)nc2ccsc12
-19.4%,CCCS(=O)(=O)NCc1c(C)ncc2c1CCN(C(=O)c1cccc(-c3ccccc3F)c1)C2
39.9%,COc1ccc(-c2cc(N3CCN(C(=O)c4ccc(OC)c(F)c4)CC3)n[nH]2)cc1
6.5%,COc1ccc(C(=O)NCCN2Cc3cc(C)ccc3OC(C)C2)c(OC)n1 (stereo not given)
-23.8%,COc1ccccc1-c1c(C)oc2cc(OCC=C(C)C)ccc2c1=O
43.7%[activator],COc1ccc(C2Cn3nnc(-c4nc(-c5ccc(Br)cc5)no4)c3CO2)cc1 (stereo not given)
-23.1%,CC(C)(C)OC(=O)/C=C/[C@@H]1Cc2cc(C(F)(F)F)ccc2N1
-8.3%,COc1cc(C(=O)N2CCC(CC(=O)NCCN3CCCCCC3)CC2)cc(OC)c1OC
?,COC(=O)c1ccc(/C=C(\C#N)C(=O)Nc2ccccc2C(=O)O)cc1
10.3%,COc1ccc(OCCCN)cc1
-18.2%,CC(C)[C@H](NC(=O)C1CCCCC1)C(=O)O
13.5%,COc1ccc(C2Cn3nnc(C(=O)N4CCC(C(=O)NCCc5ccccc5)CC4)c3CO2)cc1 (stereo not given)
52.2%[activator],Cc1ccccc1CCC1CCCN(C(=O)c2cccc(O)c2C)C1 (stereo not given)
-3.1%,COC(=O)[C@]12CCCCC=C1N(Cc1ccc3c(c1)OCO3)C(=O)[C@H](CC(=O)NCCCCc1ccccc1)C2
?,CC(c1ccccc1)N(C)C(=O)COC(=O)c1cc2ccccc2[nH]1 (stereo not given)
2.1%,CCOc1c(Br)cc(/C=C2/NC(=O)NC2=O)cc1Br
2.9%,Cc1ccc2[nH]c(=O)c3cc(C(=O)NCc4ccccc4Cl)sc3c2c1
-26.1%,Cn1c(CC(=O)Nc2ccccc2F)nnc1SCC(=O)Nc1ccc2ccccc2c1
11.6%,CNC(=O)NC(=O)CN(C)Cc1cccc(C#N)c1
20.6%,COCCC(=O)N1C[C@@H]2CCCN3CCC[C@@H]([C@H]23)[C@H]1CCCC(=O)N1CCOCC1
-2.5%,Cc1cnc(C2CC2)n1CCNC(=O)C(C)C
?,O=C(O)c1nnn(-c2cccc(F)c2)c1C(F)(F)F
-16.7%,CNC(=O)c1cccc(NC(=O)CC2(C(=O)O)CCCCC2)c1
69.1%[activator],CCOC(=O)C1(Cc2cccc(OC)c2)CCCN(C(=O)CCN2CCCCO2)C1 (stereo not given)
?,O=C(CCC1CCCC1)N1CCN(C(=O)c2cc(=O)[nH]c3ccccc23)CC1
12.7%,O=C(c1ccoc1)N1CCC(Oc2cccc(F)c2)C1 (stereo not given)
-2.3%,O=C1/C(=C/c2ccc(F)cc2)CCc2ccccc21
81.2%[activator][176 µM],CN1c2cccnc2CN(Cc2cccc(Cl)c2)CC[C@H]1CO
27.1%,O=C(C(c1ccccc1)N1CCN(S(=O)(=O)c2cccs2)CC1)N1CCCCC1 (stereo not given)
59.1%[activator],c1coc(CN[C@H]2CO[C@H]3[C@@H]2OC[C@@H]3n2nnnc2Oc2ccc(-n3cncn3)cc2)c1
-4.5%,C=CCN1CCN(CC(=O)N(C)C)CC1
2.3%,COC(=O)c1cccc(OC(=O)c2ccccc2Cl)c1
-3.3%,COc1cccc(Oc2coc3cc(OC(=O)c4ccc(F)cc4)ccc3c2=O)c1
8.6%[176 µM],CC(=O)N[C@H]1CC[C@]2(C)CCC([C@H](C)C(=O)N3CCC(C)CC3)[C@H](O)[C@H]2[C@@H]1C (stereo not given in full)
48.7%,COCCCNC(=O)C1(CCO)CCN(Cc2ccccc2)C1 (stereo not given)
6.8%,CCOc1ccc(S(=O)(=O)N2CCC(C3CCN(C(C)=O)CC3)C2)cc1 (stereo not given)
23.3%,Cn1cc2c3c(cccc31)CN(C(=O)c1cccc(Br)c1)CC2
51.2%[activator],Cc1c(Cl)cccc1NC(=O)N(C)CC1CCOC1 (stereo not given)
2.5%,CC12CC(NC(=O)N1c1cccc(C(=O)NCc3ccccc3)c1)c1ccccc1O2 (stereo not given)
1.7%,O=S(=O)(c1cccc(Br)c1)N1CCN(c2nc3ccccc3o2)CC1
-16.2%,CCC1CN(Cc2nc(-c3ccc(OC)cc3F)oc2C)CCN1C(C)C (stereo not given)
0.2%,O=C(CN1C(=O)NC2(CCOCC2)C1=O)Nc1cccc(F)c1
?,O=C(Cc1ccsc1)N1CCC(c2nc3c(nnn3Cc3cccc(Cl)c3)c(=O)[nH]2)CC1
-25.9%,Cc1nc(-c2cccs2)c(CCC(=O)N2CCN(c3ccccc3)CC2)s1
16.5%,CC(C)CNc1cccc2c1S(=O)(=O)N(Cc1cn(Cc3ccc(C(F)(F)F)cc3)nn1)Cc1ccccc1O2
31.3%,O=C(c1ccoc1)N1CCC(N2CC3CC(C2)[C@H]2CCCC(=O)N2C3)CC1 (stereo not given in full)
0.6%[176 µM],COc1ccccc1-c1cc2c(ccn2C)c(C(=O)NCC2CCOCC2)n1
?,Cn1cc(CN2CCn3c(nnc3[C@@H]3C[C@@H](O)CN3Cc3cccnc3)C2)c2ccccc21
3.9%[6.33 µM],C[S+](=O)([O-])N1CC2(CCN(C3COC3)CC2)Cc2ccccc21
6.5%[176 µM],Cc1ccc(CN2CCc3nc(C(=O)NCc4cccc(F)c4)oc3CC2)o1
-4.4%,O=C(c1ccco1)N1CCN(C(=O)C2CN(S(=O)(=O)C3CC3)CC23CCCCC3)CC1 (stereo not given)
?,COc1ccc(S(=O)(=O)N2CCSC2c2cc(OC)c(OC)cc2OC)cc1 (stereo not given)
41.2%,CS(=O)(=O)N(C1CC1)C1CCOC2(CCN(C(=O)c3ccncc3)CC2)C1 (stereo not given)
?,COc1cc(/C=C(/C#N)c2ccc(C(F)(F)F)cn2)cc(OC)c1O
47.3%[activator][176 µM],O=C(Nc1ccccc1)N[C@H]1[C@H](O)[C@@H](N2CCOCC2)[C@@H]2OC[C@H]1O2
-1.6%,Cc1ccc(N2CCN(C(=O)C3CC(=O)N(c4n[nH]c5cccc(F)c45)C3)CC2)c(C)c1 (stereo not given)
31.8%[activator][176 µM],CN(Cc1cccnc1)Cc1nc(C2(O)CCN(CC3CCCCC3)CC2)cs1
?,COc1ccc(N/C=C/C(=O)c2ccc(C(C)C)cc2)cc1Cl

Some of these compounds in order of their number in 12-LOX inh, lowest first:
SMILES | 12-LOX inh
CCC1CN(Cc2nc(-c3ccc(OC)cc3F)oc2C)CCN1C(C)C (stereo not given) | -16.2%
COc1ccc(C(=O)NCCN2Cc3cc(C)ccc3OC(C)C2)c(OC)n1 (stereo not given) | 6.5%
COc1ccc(C2Cn3nnc(C(=O)N4CCC(C(=O)NCCc5ccccc5)CC4)c3CO2)cc1 (stereo not given) | 13.5%
O=C(c1ccoc1)N1CCC(N2CC3CC(C2)[C@H]2CCCC(=O)N2C3)CC1 (stereo not given in full) | 31.3%

Some of these compounds in order of SMILES length, falling.
12-LOX inh,canonical_smiles
59.1%[activator],c1coc(CN[C@H]2CO[C@H]3[C@@H]2OC[C@@H]3n2nnnc2Oc2ccc(-n3cncn3)cc2)c1
?,O=C(Cc1ccsc1)N1CCC(c2nc3c(nnn3Cc3cccc(Cl)c3)c(=O)[nH]2)CC1
?,COc1ccc(S(=O)(=O)N2CCSC2c2cc(OC)c(OC)cc2OC)cc1 (stereo not given)
-18.2%,CC(C)[C@H](NC(=O)C1CCCCC1)C(=O)O

Next section
12-LOX inh,canonical_smiles
-9.2%,COc1cc(CCNC(=O)Cn2c(=O)c(=O)n(C)c3ccccc32)cc(OC)c1OC
-19.3%,Cc1c(CC(=O)NCCCn2ccnc2)c(=O)oc2c(C)c(O)ccc12
?,CNCCN1C(=O)CC[C@H]2CN(c3ncc(Cl)cc3F)CC[C@H]21
?,Cn1c(SCc2csc(-c3ccc4c(c3)OCO4)n2)nnc1C1CCCCC1
81.0%[activator],Cc1cc(C)n(Cc2ccc(-c3nc(C)no3)cc2)n1
17.2%,CC1=NS(=O)(=O)N(C)C=C1C(=O)OCc1nc(-c2ccc(OC(F)(F)F)cc2)no1
-0.8%,O=C(NC1CCCCCCCCCCC1)c1ccncc1
-3.2%,CCNC(=O)O[C@@H]1CC[C@]2(C)C(CC[C@@H](O)[C@H]2CC(=O)NCc2ccc(F)cc2)[C@]1(C)CO (stereo not given in full)
25.8%,C/C(=N\NC(=O)c1cccc(Br)c1)C(C)C
-14.8%[176 µM],COc1ccc(-c2cnc3[nH]cc(CC(=O)N4CCNC(=O)C4)c3c2)cc1
-6.5%,O=C(NCc1ccccc1)c1ccccc1Nc1ccccc1
14.4%,O=C(CNC(=O)c1cnccn1)NC1CCCc2c1[nH]c1c(Cl)cccc21 (stereo not given)
0.0%,COc1cccc(Nc2ncc3nc(C)c(=O)n(C)c3n2)c1
51.6%[activator],Cc1cccc(/C=C/C(=O)NCCc2ccccn2)c1
19.5%,COc1ccccc1Oc1ncccc1CNC(=O)C1CCOCC1
?,Cc1ccc(C(=O)OCC(=O)Nc2cccc(F)c2)cc1C
-2.3%,O=C(/C=C/c1cccc(Cl)c1Cl)NC(C1CC1)C1CC1
12.6%,O=C(c1ccco1)N1CCC(c2nc(C3CCOCC3)no2)CC1
?,CCCc1nnc(NC(=O)C2(c3ccc(Cl)cc3)CCC2)s1
68.9%[activator],CCc1ccc(C(=O)N2C[C@@H](COC)[C@H](c3nc(COC)no3)C2)cc1

Some values from the list.
CCc1ccc(C(=O)N2C[C@@H](COC)[C@H](c3nc(COC)no3)C2)cc1 in 12-LOX inh reads 68.9%[activator]
Cc1nc(-c2cccs2)c(CCC(=O)N2CCN(c3ccccc3)CC2)s1 in 12-LOX inh reads -25.9%

The results go on:
12-LOX inh,canonical_smiles
17.5%,Cc1ccnc(NC(=O)CCc2ncc(-c3ccccc3F)o2)c1
4.8%,CCCCCCCCN1C(=O)[C@H](CC(=O)NCc2cccs2)C[C@@]2(C(=O)OC)CC(C)(C)CC=C12
-36.5%,Cc1ccc(NC(=O)CN(C)CC(=O)NC2(C#N)CCCC2)cc1
-0.8%,Cc1ccc(S(=O)(=O)NCCc2cccc3cccnc23)cc1
?,O=C(c1cc2ccccc2oc1=O)N1CCC2(CCCN(Cc3ccccc3F)C2)C1 (stereo not given)
?,Cc1cc2nc3n(c(=O)c2n1CC(=O)Nc1cc(F)cc(F)c1)CCCCC3
12.5%,CS(=O)(=O)N1CCc2[nH]cnc2C12CCN(C(=O)C1CCCC1)CC2
?,Cc1cccc(-c2ocnc2C(=O)NCC(C)c2ccccc2)c1 (stereo not given)
25.0%,Cn1nccc1C(=O)N1C[C@@H](COCC2CC2)[C@H](c2ccccn2)C1
-0.6%,Cc1ccc(SCc2cc(=O)[nH]c(N3CCN(c4cccc(C(F)(F)F)c4)CC3)n2)cc1
-7.2%,Cc1cccc2c1OC(=O)CC2c1ccccc1 (stereo not given)
-6.2%[176 µM],CC(C)(C)CNC1(Cc2cc(COc3ccccc3)on2)COC1
14.9%,O=C(C1CN(C(=O)c2nn(-c3ccccc3)c(=O)c3ccccc23)c2ccccc2O1)N1CCCCC1 (stereo not given)
23.4%[176 µM],CC(C)c1ccc(C(=O)NCc2c[nH]c3ncccc23)cc1
-3.6%,O=C(c1ccc(N2CCCN(Cc3ccccc3)C2=O)cc1)N1CCN(c2ccccc2)CC1
?,COc1ccc(C(=O)N2C(C(=O)N3CCCC3)COC23CCN(C(=O)Cc2ccccc2)CC3)cc1 (stereo not given)
21.1%,NC(=O)C1(c2nc(C3CCOC3)nn2CC2CCCCC2)CC1 (stereo not given)
16.0%,CCCCCc1ccc(-c2ccc(C(=O)Oc3ccc(CC)cc3)cc2)nc1
40.9%[activator],O=c1[nH]c(N2CCOCC2)nc2c1CCN(Cc1cccc(C(F)(F)F)c1)CC2
4.8%,COc1cccc(NC(=O)COC(=O)c2n[nH]c3ccccc23)c1
?,Cc1cc2oc(=O)cc(COC(=O)Cc3n[nH]c(=O)c4ccccc34)c2cc1C(C)C
91.9%&0.8%[activator][176 µM],Cc1ncc2n1C(=O)N(C1CCN(Cc3ccccc3)CC1)C2
?,NC(=O)c1noc(CN2CCOc3c(O)cc(-c4csc5ccccc45)cc3C2)n1
?,COC(=O)C1=C(C)N=C2SC=C(CC(=O)NC3CC4CCC3C4)N2C1c1ccsc1 (stereo not given)
-3.5%,Cc1c(CC(=O)O)c(=O)oc2cc(OCc3ccccc3)ccc12
?,CSc1nc2ccc(NC(=O)c3nn(C)c(=O)c4ccccc34)cc2s1
?,Cc1cccc(C(=O)N2CCC[C@H]2c2nc(-c3ccccc3Cl)no2)c1
34.5%[activator],CCc1nnc(NC(=O)c2nn(Cc3ccccc3)c(=O)c3ccccc23)s1
15.3%,CCCCCNC(=O)c1ccc(Cn2ccn3nc4c(c3c2=O)CCCC4)cc1
64.8%[activator][176 µM],COc1ccc(C(=O)N[C@H]2C[C@@H](Cc3cc(CN4CCOCC4)on3)C2(C)C)cc1
96.0%[activator][176 µM],CN1Cc2ccc(Nc3ccccc3)nc2C(C)(C(=O)NCCc2cnc[nH]2)C1 (stereo not given)
0.8%[6.33 µM],O=C(OCc1ccccc1)N1CCn2ncc(C(=O)N3CCOCC3)c2C1
12.6%,CN1C(=O)C2(CCN(C(=O)Cc3cccc(F)c3)C2)c2ccccc21 (stereo not given)
2.5%,COc1ccc(-c2cc(N3CCCC(NC(=O)c4nccc5ccccc45)C3)n[nH]2)cc1 (stereo not given)

Only part of the results is shown, so the mix of outcomes need not match the whole.
